High-throughput results deposited in PubChem by National Center for Advancing Translational Sciences (NCATS).
S3 lipid droplet: qHTS Assay for Lipid Storage Modulators in Drosophila S3 Cells | Drosophila S3 cells, BODIPY lipid droplet fluorescence, 18-24 h; cells fed with added oleic acid | Potency in µM for hits, for the others lipid storage change, negative = inhibition, % at the top dose, mostly 46.1 µM | 320,000 tested, 0.64% active | AID 2685; active means well fitted inhibition curve with a large enough effect in the signal ratio, with a control signal flat, not every such curve was filed as active; inconclusive means small, poorly fitted or top-dose-only effect, or effect the other way, or a change in a side signal; the % refers to the signal ratio
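Drosophila S3 cells got compounds at several concentrations plus oleic acid (400 uM solution). Laser-scanning cytometry with 488 nm excitation read lipid droplets at 500-530 nm and cells at 575-640 nm. Percent activity was relative to 20 uM Triacsin C.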
S3 lipid droplet cell count max: second read-out of S3 lipid droplet, no call of its own (marks repeat the call); cell number change, %; measured here: cell count max response;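 cells counted by Cell Tracker Red CMTPX staining in the red channel; peak over a dose series mostly up to 46.1 µM; percent activity relative to internal control wells on each plate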
* marks the source's active call; other numbers are inactive results. On the % scale 0 is the no-effect control and ±100 the full control effect; potency means the concentration at half of the fitted maximal effect. Some of the compounds tested (hit frequency here may not be typical).

Results for COC(=O)c1ccc(Cn2cc(C(F)(F)F)cc([N+](=O)[O-])c2=O)cc1 ?
S3 lipid droplet: inconclusive

What do the screens show for `c1ccc(CNc2nc3ccccc3n3cnnc23)cc1`?
S3 lipid droplet: inconclusive

What do the screens show for `Cc1cc(CN2CCC(n3nccc3NC(=O)c3ccccc3C)CC2)n[nH]1`?
S3 lipid droplet: inconclusive

How did Cc1ccc2nc(/C(C#N)=C/c3ccccc3C(=O)O)[nH]c2c1 do in these assays?
S3 lipid droplet: inactive

What do the screens show for `N#CC1(NC(=O)CN2C(=O)c3ccccc3C2=O)CCCCC1`?
S3 lipid droplet: -25%; S3 lipid droplet cell count max: 8

What do the screens show for `Cc1ccc2oc(=O)c(/C=C(\O)c3cccs3)nc2c1`?
S3 lipid droplet: -16%; S3 lipid droplet cell count max: -10

How did O=C(NCCN1CCOCC1)c1ccc(CS(=O)(=O)Cc2ccccc2F)o1 do in these assays?
S3 lipid droplet: inconclusive

Results for CN1CCN(c2ccccc2NC(=O)C(Cc2ccccc2)n2cccc2)CC1 (configuration not stated) ?
S3 lipid droplet: 5%; S3 lipid droplet cell count max: -22

What do the screens show for `Cc1ccc(NC(C#N)c2ccccc2OCc2ccccc2)cc1` (configuration not stated)?
S3 lipid droplet: -11%

Results for CCCN(CC(=O)Nc1cc(Cl)ccc1Cl)C(=O)/C=C/c1ccco1 ?
S3 lipid droplet: -21%; S3 lipid droplet cell count max: -4

Results for CC(NC(=O)CSCc1ccccc1Br)c1ccccc1 (configuration not stated) ?
S3 lipid droplet: inconclusive

Results for COc1ccc(OC)c(/C=N/NC(=O)CC(=O)NCc2ccccc2)c1 ?
S3 lipid droplet: 5%; S3 lipid droplet cell count max: 7

The last seven records of the part above open the next one.
What do the screens show for `Cc1ccc2oc(=O)c(/C=C(\O)c3cccs3)nc2c1`?
S3 lipid droplet: -16%; S3 lipid droplet cell count max: -10

How did O=C(NCCN1CCOCC1)c1ccc(CS(=O)(=O)Cc2ccccc2F)o1 do in these assays?
S3 lipid droplet: inconclusive

Results for CN1CCN(c2ccccc2NC(=O)C(Cc2ccccc2)n2cccc2)CC1 (configuration not stated) ?
S3 lipid droplet: 5%; S3 lipid droplet cell count max: -22

What do the screens show for `Cc1ccc(NC(C#N)c2ccccc2OCc2ccccc2)cc1` (configuration not stated)?
S3 lipid droplet: -11%

Results for CCCN(CC(=O)Nc1cc(Cl)ccc1Cl)C(=O)/C=C/c1ccco1 ?
S3 lipid droplet: -21%; S3 lipid droplet cell count max: -4

Results for CC(NC(=O)CSCc1ccccc1Br)c1ccccc1 (configuration not stated) ?
S3 lipid droplet: inconclusive

Results for COc1ccc(OC)c(/C=N/NC(=O)CC(=O)NCc2ccccc2)c1 ?
S3 lipid droplet: 5%; S3 lipid droplet cell count max: 7

How did CCOC(=O)C1(CC2CCCCO2)CCN(Cc2cc(F)ccc2-n2cccn2)CC1 (configuration not stated) do in these assays?
S3 lipid droplet: inconclusive

What do the screens show for `O=c1oc2ccc3ccccc3c2c2c1SC(C(F)(F)F)C2` (configuration not stated)?
S3 lipid droplet: inconclusive

Results for CCCn1c(SCC(=O)N2CCN(C(C)=O)CC2)nc2sc3c(c2c1=O)CCC3 ?
S3 lipid droplet: inactive; S3 lipid droplet cell count max: -22

How did O=C(c1ccc2c(=O)n(C3CCCC3)c(=S)[nH]c2c1)N1CCCCCC1 do in these assays?
S3 lipid droplet: inconclusive

How did CCOc1ccc(OCc2ccc(C(=O)Nc3cccnc3)o2)cc1 do in these assays?
S3 lipid droplet: 4%; S3 lipid droplet cell count max: 2

How did CN(C(=O)C1CCC(=O)N(C2CC2)C1)C1CCCCC1 (configuration not stated) do in these assays?
S3 lipid droplet: inconclusive

What do the screens show for `CCOc1ccccc1NC(=O)COc1coc(CN2CCCc3ccccc32)cc1=O`?
S3 lipid droplet: inconclusive

What do the screens show for `O=C(Nc1nc(-c2ccc(F)c(F)c2)cs1)c1cnccn1`?
S3 lipid droplet: 0%; S3 lipid droplet cell count max: 0

How did CC(=O)NC(=S)NNC(=O)COc1ccc(Br)cc1 do in these assays?
S3 lipid droplet: -1%; S3 lipid droplet cell count max: -16

Results for O=C(Nc1sc2c(c1-c1nc3ccccc3[nH]1)CCCC2)C1CCCC1 ?
S3 lipid droplet: inconclusive

How did COc1ccc(N(C=O)C(=S)SC)cc1 do in these assays?
S3 lipid droplet: inconclusive

What do the screens show for `O=C(NO)c1ccc(C(=O)N(C2CCCCC2)C2CCCCC2)cc1`?
S3 lipid droplet: 15%; S3 lipid droplet cell count max: 2

Arranged by formula weight (smallest number first): part of the list above
How did CN(C(=O)C1CCC(=O)N(C2CC2)C1)C1CCCCC1 (configuration not stated) do in these assays?
S3 lipid droplet: inconclusive

What do the screens show for `O=c1oc2ccc3ccccc3c2c2c1SC(C(F)(F)F)C2` (configuration not stated)?
S3 lipid droplet: inconclusive

What do the screens show for `O=C(NO)c1ccc(C(=O)N(C2CCCCC2)C2CCCCC2)cc1`?
S3 lipid droplet: 15%; S3 lipid droplet cell count max: 2

(listing goes on)
Results for CCOc1ccc(-n2c(=S)sc3c(=O)n(-c4ccccc4)c(SC)nc32)cc1 ?
S3 lipid droplet: inconclusive

How did COc1cc(/C=N/Nc2ccccc2C(F)(F)F)ccc1O do in these assays?
S3 lipid droplet: -10%; S3 lipid droplet cell count max: -14

What do the screens show for `O=C(Cn1nnc(-c2cccs2)n1)Nc1ccccc1C(F)(F)F`?
S3 lipid droplet: inconclusive

What do the screens show for `CCOC(=O)c1ccc(NS(=O)(=O)c2c(C)n(C)c(=O)n(C)c2=O)cc1`?
S3 lipid droplet: 0%; S3 lipid droplet cell count max: -1

How did COc1cc2c(cc1NC(=O)CC1SC(N3CCCC3)=NC1=O)oc1ccccc12 (configuration not stated) do in these assays?
S3 lipid droplet: inconclusive

How did Cc1ccc(N2C(=O)CC3(CC4C=CC3C4)C2=O)cc1 (configuration not stated) do in these assays?
S3 lipid droplet: inconclusive

How did CCCCOc1ccccc1C1C(C(=O)OC)=C(C)N(C)C(C)=C1C(=O)OC do in these assays?
S3 lipid droplet: 4%; S3 lipid droplet cell count max: 6

Results for NNC(=O)CCC(=O)Nc1ccccc1 ?
S3 lipid droplet: inconclusive

How did O=[N+]([O-])c1ccc(O)c(-c2nc(-c3ccccc3)c(-c3cccs3)[nH]2)c1 do in these assays?
S3 lipid droplet: inconclusive

How did CC(C)CC[n+]1ccn(-c2nc3ccccc3nc2[N-]S(=O)(=O)c2ccc(Cl)cc2)c1 do in these assays?
S3 lipid droplet: 5%; S3 lipid droplet cell count max: 4

What do the screens show for `Cc1ccc(C)c(C(=O)COC(=O)c2ccc(Br)o2)c1`?
S3 lipid droplet: inconclusive

Results for Cc1ccc2nc(-c3ccc(NS(=O)(=O)c4ccc(F)c(F)c4)cc3)sc2c1 ?
S3 lipid droplet: inconclusive

What do the screens show for `CCN(CC)S(=O)(=O)c1cccc(NC(=O)COC(=O)c2cc(=O)c3ccccc3o2)c1`?
S3 lipid droplet: 6%; S3 lipid droplet cell count max: -3

How did CC1CCC(C(C)C)C(OC(=O)COC(=O)c2ccc(N)cc2)C1 (configuration not stated) do in these assays?
S3 lipid droplet: inconclusive

What do the screens show for `Cc1ccc(NC(=O)c2cccs2)cc1NC(=O)c1ccc(F)cc1`?
S3 lipid droplet: -19%

Results for CC(C)C(=O)N1CCN(c2ccccc2NC(=O)COc2ccccc2)CC1 ?
S3 lipid droplet: 9%; S3 lipid droplet cell count max: -6

Results for Cc1noc(C)c1COC(=O)CCN1c2ccccc2Sc2ccccc21 ?
S3 lipid droplet: 6%; S3 lipid droplet cell count max: 6

Results for Cc1[nH]c2ccccc2c1/C=N/NC(=O)CCC(=O)NCc1ccccc1 ?
S3 lipid droplet: -4%; S3 lipid droplet cell count max: 0

Results for CCOc1ccc(CCNC(=O)CCn2cccc2)cc1OCC ?
S3 lipid droplet: 11%; S3 lipid droplet cell count max: 0

How did COc1ccc(CCNC(=O)CSc2nnnn2C)cc1OC do in these assays?
S3 lipid droplet: -7%; S3 lipid droplet cell count max: 10

Results for C=CCN1C(=O)C(CC(=O)Nc2ccc(OCCC)cc2)N(CCCN2CCN(Cc3ccccc3)CC2)C1=S (configuration not stated) ?
S3 lipid droplet: inconclusive

What do the screens show for `O=C(Nn1cnc2ccccc2c1=O)C1CCCCC1`?
S3 lipid droplet: -10%; S3 lipid droplet cell count max: 7

What do the screens show for `COC(=O)c1ccc(N/C=C/C(=O)c2ccc(OC)c(OC)c2)cc1`?
S3 lipid droplet: inconclusive

How did CNC(=O)C1CN(C(=O)c2cccc(S(=O)(=O)N3c4ccccc4CC3C)c2)c2ccccc2O1 (configuration not stated) do in these assays?
S3 lipid droplet: inconclusive

How did O=C(COc1cc(Cl)c(Cl)cc1Cl)Nn1cnnc1 do in these assays?
S3 lipid droplet: 13%; S3 lipid droplet cell count max: -7

How did Cc1cc(SCC(=O)c2cc3ccccc3o2)nc2ccccc12 do in these assays?
S3 lipid droplet: 2%; S3 lipid droplet cell count max: -16

What do the screens show for `CCOC(=O)c1c(-c2ccc(OC)cc2)cn2ccccc12`?
S3 lipid droplet: inconclusive

How did CC1CCN(CCCNC(=O)c2ccc3c(=O)n(CCc4ccccc4)c(=O)[nH]c3c2)CC1 do in these assays?
S3 lipid droplet: inconclusive

What do the screens show for `Cc1ccn(CC(=O)N2N=C(C(F)F)CC2(O)C(F)F)n1` (configuration not stated)?
S3 lipid droplet: inconclusive

Results for Cc1cc(NC(=O)COC(=O)C2CCC(=O)N2)c([N+](=O)[O-])cc1C (configuration not stated) ?
S3 lipid droplet: inconclusive

What do the screens show for `CC(C)CCn1nnnc1C(c1ccccc1)N1CCN(C)CC1` (configuration not stated)?
S3 lipid droplet: inconclusive

How did CCN(CC)S(=O)(=O)c1ccc(Cl)c(C(=O)NCCN2CCOCC2)c1 do in these assays?
S3 lipid droplet: 7%; S3 lipid droplet cell count max: 25

How did CCCC1COC(Cn2cncn2)(c2ccc(C)cc2)O1 (configuration not stated) do in these assays?
S3 lipid droplet: inconclusive

How did Cn1c(Cn2c(=O)sc3ccccc32)nnc1SCc1ccccc1F do in these assays?
S3 lipid droplet: inconclusive

Results for O=C1OC2CCC1(c1ccccc1)C2 (configuration not stated) ?
S3 lipid droplet: 1%; S3 lipid droplet cell count max: -1

Results for COc1ccc(S(=O)(=O)n2c([N+](=O)[O-])cnc2C)cc1OC ?
S3 lipid droplet: inconclusive

Results for c1ccc(-c2nc(N3CCCCCC3)nc(-n3ccnc3)n2)cc1 ?
S3 lipid droplet: -23%; S3 lipid droplet cell count max: 0

What do the screens show for `CC(C)(C)NC(=O)CSc1nnc(C2CC2)n1Cc1ccccc1`?
S3 lipid droplet: 10%; S3 lipid droplet cell count max: -13

How did CCOC(=O)c1c(-c2ncc(C(F)(F)F)cc2Cl)noc1C do in these assays?
S3 lipid droplet: inconclusive

Results for O=C(NCCN1CCN(C(=O)c2ccc(F)cc2)CC1)C(=O)NCc1ccccc1 ?
S3 lipid droplet: inconclusive

How did Cc1ccc(S(=O)(=O)NC(=O)c2cc(C)n(-c3ccc(N(C)C)cc3)c2C)cc1 do in these assays?
S3 lipid droplet: -4%; S3 lipid droplet cell count max: 23

Results for O=C(NNS(=O)(=O)c1ccc(F)cc1)c1cc(Cl)ccc1O ?
S3 lipid droplet: inconclusive

What do the screens show for `COc1ccc(CCNC(=O)CCc2cn(C)c3ccccc23)c(OC)c1OC`?
S3 lipid droplet: inconclusive

How did Cc1ccc(C)c(OCCC(=O)OCC(=O)Nc2ccc(Cl)cn2)c1 do in these assays?
S3 lipid droplet: inconclusive

How did CCCS(=O)(=O)c1csc(C(=O)OC)c1N do in these assays?
S3 lipid droplet: inconclusive

Results for CCOC(=O)C1=C(c2ccccc2)NC(=S)NC1c1ccc(Cl)cc1 (configuration not stated) ?
S3 lipid droplet: inconclusive

What do the screens show for `COc1ccc(C(=O)N=C2SC3CS(=O)(=O)CC3N2Cc2ccc(OC)c(OC)c2)cc1` (configuration not stated)?
S3 lipid droplet: inconclusive

Results for O=C(Nc1nc2ccccc2[nH]1)C1CCC1 ?
S3 lipid droplet: inactive

What do the screens show for `Cc1nc(Br)c(Br)c(C)c1Br`?
S3 lipid droplet: 10%; S3 lipid droplet cell count max: 19

What do the screens show for `Cc1ccc[n+](CC(=O)N2CCCc3ccccc32)c1`?
S3 lipid droplet: inactive; S3 lipid droplet cell count max: -17

How did CN(C)S(=O)(=O)c1ccc(C(=O)NCc2nnc(SCC(=O)NCc3ccco3)o2)cc1 do in these assays?
S3 lipid droplet: inconclusive

How did O=C(c1c(F)cccc1F)N(Cc1ccccc1)Cc1ccccc1 do in these assays?
S3 lipid droplet: inconclusive

Results for Cc1ccc(CS/C(Nc2ccccc2C)=C(\C#N)C(N)=O)c(C)c1 ?
S3 lipid droplet: 24%; S3 lipid droplet cell count max: 24

Results for CCC(C)(C)NC(=O)CN(Cc1ccc2c(c1)OCO2)C(=O)CCC(=O)Nc1nccs1 ?
S3 lipid droplet: -4%

What do the screens show for `O=C(Cc1ccc(F)cc1)NCCc1cnc[nH]1`?
S3 lipid droplet: 25%

Results for O=C(c1cccc(NS(=O)(=O)c2ccc(Br)cc2)c1)N1CCCCC1 ?
S3 lipid droplet: -6%; S3 lipid droplet cell count max: -9

What do the screens show for `CCCNC(=O)CC(NS(=O)(=O)c1ccc(Cl)cc1)c1ccco1` (configuration not stated)?
S3 lipid droplet: 19%; S3 lipid droplet cell count max: 18

How did CCc1ccc(OCC2NCCc3cc(OC)c(OC)cc32)cc1 (configuration not stated) do in these assays?
S3 lipid droplet: 16%; S3 lipid droplet cell count max: 2

Results for O=C(Nc1ccc2c(c1)OCO2)C1COc2ccccc2O1 (configuration not stated) ?
S3 lipid droplet: 15%; S3 lipid droplet cell count max: -13
